# E-selectin induc – induces E-selectin expression in human endothelial cells. 0.37% of 260,000 active. P16581. HUVEC E-selectin immunofluorescence imaging; normalized: neutral wells 0, TNF-alpha wells 100. AID 686992. activation, % at 7.58 µM;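 active = mean E-selectin-positive cell signal at least 10% of the positive control, reached in at least 60% of replicates, without over 20% cell loss; inconclusive = no rule given, readout overlaps actives, possibly toxicity-flagged; inactive = the rest, including those meeting only one limit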;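 note: in these data hits start at about 27%; measured in HUVEC primary endothelial cells; signal is the percent of cells scored E-selectin positive by PE staining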
#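 Test system – human umbilical vein endothelial cells (HUVEC), E-selectin induction · Input – 3,000 HUVEC seeded per well · Buffer or medium – EGM-2, gelatin · Compound dosing – single-point compound dose · Detection – immunofluorescence imaging · Measure – percent E-selectin-positive cells · Controls – TNF-alpha high, DMSO low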
# GSIS activator – primary screen for activators of insulin secretion dependent on glucose, INS-1E cells, GLuc reporter luminescence; INS-1E GLuc reporter insulin secretion, 2-3 h; activation, % at 16.6 µM; 0.61% of 370,000 active;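 active = lowest replicate activation of at least 40%, so every replicate reaches that level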;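 note: 0% = median of neutral control wells and 100% = median of IBMX positive control wells; some compounds called inactive have numbers as strong as hits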
# Casp6 inh – blocks human caspase-6 cleavage activity | AID 686996 | 0.53% of 350,000 active | purified caspase-6, Z-VEID-R110 cleavage fluorescence | inhibition, % at 12.5 µM;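 active = mean inhibition across replicates at least about 35%, with every replicate also reaching that limit, limit read from the data; inconclusive = only one of the two criteria met; inactive = neither criterion met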;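 note: 0% = median of neutral control wells and 100% = no fluorescence left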
# Target sequence (P55212 24-179 limits assumed): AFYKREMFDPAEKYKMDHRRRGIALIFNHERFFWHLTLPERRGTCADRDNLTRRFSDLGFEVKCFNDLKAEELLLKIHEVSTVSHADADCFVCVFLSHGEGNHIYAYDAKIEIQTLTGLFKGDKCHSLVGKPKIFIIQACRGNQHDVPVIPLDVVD
# Target sequence (P55212 194-293 limits assumed): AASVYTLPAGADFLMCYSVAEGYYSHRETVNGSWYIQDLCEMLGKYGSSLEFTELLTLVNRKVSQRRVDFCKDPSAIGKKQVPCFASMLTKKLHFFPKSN
# RAD54 branch – blocks human RAD54 Holliday junction branch migration | Q92698 | FAM/BHQ fluorescence | inhibition, % at 10.4 µM | 0.14% of 360,000 active | AID 602329;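 active = mean normalized replicate activity at least 40 and at least half of replicates scoring 40 or more; inconclusive = only one of the two criteria met; inactive = mean below 40 and under half of replicates reaching 40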;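 note: 0% = median of neutral control wells and 100% = median of positive control wells; inhibitors cause a drop in the FAM fluorescence signal; in these data hits start at about 50%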
# Target sequence (Q92698 whole entry, looked up): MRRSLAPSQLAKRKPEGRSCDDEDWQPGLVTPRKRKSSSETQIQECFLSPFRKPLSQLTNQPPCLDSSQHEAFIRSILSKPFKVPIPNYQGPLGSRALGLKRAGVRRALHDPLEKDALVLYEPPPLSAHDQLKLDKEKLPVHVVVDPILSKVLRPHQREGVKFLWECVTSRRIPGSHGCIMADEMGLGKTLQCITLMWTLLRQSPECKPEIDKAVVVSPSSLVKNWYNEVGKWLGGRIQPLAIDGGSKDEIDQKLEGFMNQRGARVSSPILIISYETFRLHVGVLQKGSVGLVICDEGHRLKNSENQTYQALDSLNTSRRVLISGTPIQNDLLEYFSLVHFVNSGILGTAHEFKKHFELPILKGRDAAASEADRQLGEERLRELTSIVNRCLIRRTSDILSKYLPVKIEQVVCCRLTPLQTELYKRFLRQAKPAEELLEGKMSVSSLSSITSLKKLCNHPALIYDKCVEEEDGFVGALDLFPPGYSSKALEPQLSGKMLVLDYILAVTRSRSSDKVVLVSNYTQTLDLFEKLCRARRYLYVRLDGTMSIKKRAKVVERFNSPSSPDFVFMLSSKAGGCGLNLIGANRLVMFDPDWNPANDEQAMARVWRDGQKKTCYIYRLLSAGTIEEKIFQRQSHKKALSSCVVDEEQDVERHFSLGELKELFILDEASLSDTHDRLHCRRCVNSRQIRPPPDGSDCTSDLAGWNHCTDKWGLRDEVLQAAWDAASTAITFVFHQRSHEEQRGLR
# RAD52 inh – blocks human RAD52 DNA annealing. P43351. recombinant RAD52 DNA annealing, FRET fluorescence. inhibition, % at 18.7 µM. 0.46% of 360,000 active. AID 651710;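 active = every replicate showing at least 50% inhibition; inconclusive = mean inhibition at least 50% but not in every replicate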
# CFTR F508del cor – correctors of CFTR F508del function in bronchial epithelial cells | CFBE cells, YFP halide quenching; stimulated with forskolin plus potentiator P3; % fluorescence drop versus neutral controls | 0.36% of 350,000 active | AID 720511 | activity (quench increase), % at 7.58 µM;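 active = mean added fluorescence quench of at least 8% versus neutral control, with both replicates also reaching 8%; inconclusive = only one of the mean or replicate conditions met; inactive = mean below 8% and not both replicates reaching 8%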;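 note: cells transiently co-express mutant CFTR-F508del with the halide-sensitive YFP; corrector assay measuring rescue of mutant channel to the surface after 24 h compound exposure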
# Xi reactivation – X-chromosome reactivation activator; 0.055% of 360,000 active; XiGFP mouse fibroblasts, % GFP-positive cells imaging, 3 d; cells co-treated with 5-aza-dC sensitizer; scaled so ellipticine positive control = 100%; activation, % at 7.58 µM; AID 743238;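 active = mean normalized replicate activation at least 10% and every replicate at or above 10%; inconclusive = only one of the two criteria met; inactive = mean below 10% and not all replicates reach 10%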;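 note: 0% = median of on-plate neutral control wells and 100% = ellipticine 6 µM median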
#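 Material: XiGFP fibroblasts, SV40-immortalized. Buffer or medium: DMEM plus 5-aza-dC sensitizer. Compound: single concentration per compound, delivered by pin transfer. Times: 3 days compound exposure. Controls: ellipticine 6 µM.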
# DENV2 CPE rescue – DENV2-induced cell death inhibition. CPE inhibition, % at 9.99 µM. AID 651640. 1.7% of 350,000 active. DENV2-infected cells, cytopathic effect rescue, plate reader; in the data active = CPE inhibition above about 20%, passing the limit was not always enough; inconclusive = no clear call, values can overlap the other calls; tested in BHK-21 cells;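 note: 0% = median of neutral control wells and 100% = median of positive control wells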
# The depositor's hits bear a star; ? = inconclusive; / = no result given; & = joins results of further samples; ! = not active in a repeat.
# Order of results: E-selectin induc, GSIS activator, Casp6 inh, RAD54 branch, RAD52 inh, CFTR F508del cor, Xi reactivation, DENV2 CPE rescue
Nc1nc(SCC(=O)Nc2ccc(OC(F)(F)F)cc2)[nH]c(=O)c1NC(=O)c1ccc(Br)o1
  /, 20, -6, -10, 0, 5.1, 0.1, -4
CNC[C@@H]1OCc2ccccc2-c2ccccc2C(=O)N([C@@H](C)CO)C[C@@H]1C
  0.2, -6&6, 1&0, 8&3, -5, 1.6&0.2, 0.0&0.3, 33*!
COc1ccc(N(Cc2ccc(N(C)C)cc2)C(=O)c2ccc(S(C)(=O)=O)cc2)cc1
  -0.1, 19, 0, -4, 3, -1.1, 0.2, 2
Cc1cc(C(=O)Nc2cccc3c2O[C@@H](CN(C)C(=O)Nc2ccc(C(F)(F)F)cc2)[C@@H](C)CN([C@H](C)CO)C3=O)n(C)n1
  -7.7, -19, 1, -4, 8, 0.2, 0.1, 2
CCSc1nsc(NC(=O)Nc2ccccc2F)n1
  /, 0, 1, -3, -6, -5.5, 0.0, -6
CC(=O)NC[C@H]1[C@@H](c2ccc(-c3cccnc3)cc2)[C@H](CO)N1C(=O)C1CC1
  -0.1, -9, 0, 3, -23, -2.4, 0.0, 28*
COc1cc(/C=N/NC(=O)CCNC(=O)c2ccccc2Cl)ccc1O
  4.0, 7, 2, /, -2, -1.5, 0.0, -6
C[C@H](CO)N1C[C@H](C)[C@@H](CN(C)CC2CC2)Oc2ccc(NS(=O)(=O)c3cccs3)cc2CC1=O
  -0.5, 13, 1, 0, 4, 1.1, 0.3, -4
CCCC(=O)Nc1ccc2c(c1)C(=O)N(C)C[C@H](OC)[C@@H](C)CN(C(=O)CN(C)C)[C@H](C)CO2
  -0.2, 3, /, 10, -9, 0.3, 0.2, 1
C[C@H](CO)N1C[C@H](C)[C@H](CN(C)Cc2ccc(C(=O)O)cc2)Oc2ccc(NC(=O)C3CCCCC3)cc2CC1=O
  0.1, 16, 0, -13, 6, 3.5, -0.1, -12
C[C@@H]1CN([C@H](C)CO)S(=O)(=O)c2ccc(-c3cccc(F)c3)cc2O[C@@H]1CN(C)C(=O)C1CC1
  -0.4, -11, /, -1, 4, 1.3, 0.0, -1
CC(C)CC#Cc1ccc([C@@H]2[C@@H](CO)N3C(=O)CN(C(=O)Nc4ccc(F)cc4)C[C@H]23)cc1
  -0.2, -13, -1, /, -16, -1.1, 0.0, 4
C=CCOC(=O)Nc1nc(CCNC(=O)OCc2ccccc2)c(C(=O)OC)s1
  0.0, -5, -3, /, 1, -1.4, 0.4, -12
CCCN(C)C[C@H]1Oc2ncc(Br)cc2C(=O)N([C@H](C)CO)C[C@H]1C
  -0.2, -13, -3, 1, 4, 5.9, 1.4, -1
CS(=O)(=O)c1cc(C(=O)O)cc(NCc2ccccc2)c1Oc1ccccc1
  /, 33, 1, -6, -6, -3.1, 0.0, -16
Cc1ccc(-c2csc(NCCn3c(C(F)(F)F)nc4ccccc43)n2)cc1
  /, 7, -2, -7, -6, -3.6, 0.1, ?
Cc1cc(C)n(CCCNC(=O)c2cc(COc3ccc(C)c(C)c3)on2)n1
  -1.4, -2, 2, -9, -46, -2.1, 0.3, 1
O=C(CSCc1ccc([N+](=O)[O-])cc1)Nc1cccc(C(=O)Nc2ccccc2C(=O)O)c1
  /, 12, 7, -12, -12, 3.0, /, 7
O=C(N/N=C/c1ccc([N+](=O)[O-])cc1)c1cccs1
  -0.1, 20, 0, -10, -9, -0.7, -0.1, 9
COc1ccc(S(=O)(=O)N2CCC(C(=O)NC3CCCC3)CC2)cc1OC
  /, 2, -2, -15, -13, 2.3, 0.4, 2
CO[C@H]1CN(C)C(=O)c2cc(NC(=O)Nc3cccc(F)c3)ccc2OC[C@@H](C)N(C)C[C@H]1C
  -0.1, 2, -7, 8, 10, 1.0, 0.3, 5
O=C(NC1CCCCCC1)c1ccc[nH]c1=S
  -2.5, 4, 4, -6, 17, -2.8, 0.0, 7
CC(=O)Nc1ccc(S(=O)(=O)NC2(C(F)(F)F)C(=O)Nc3c2c(=O)[nH]c(=O)n3Cc2cccnc2)cc1 (centres undefined)
  /, 1, -6, 1, -10, /, 0.0, 3
Cc1ccc(Cn2nnc3c(=O)[nH]c(C4CCCN(S(=O)(=O)c5ccccc5F)C4)nc32)cc1 (centres undefined)
  /, 21, 3, 5, -18, 2.5, 0.1, 11
COc1ccccc1-c1ccccc1[C@H]1[C@@H](C#N)N(C(=O)C2CC2)[C@H]1CO
  ?, 19, 1, /, 3, -1.0, 0.2, 13
CCCNC(=O)C1CN(S(=O)(=O)c2ccc(Cl)s2)c2ccccc2O1 (centres undefined)
  0.2, 15, 0, -10, -4, -4.7, 0.2, -7
Nc1cc(Cl)ccc1C(=O)OCC(=O)N1CCOCC1
  -1.0, -4, 15, 10, 0, -2.3, 0.2, -1
O=C(NCc1ccccc1Cl)c1cccc(NC(=O)c2ccccc2)c1
  0.2, -27, /, 0, /, /, 1.1, /
COc1ccc(N2CCN(Cc3nc4c(c(=O)[nH]c(=O)n4C)n3Cc3cccc(Cl)c3)CC2)cc1
  0.0, 8, 2, -1, -9, 3.7, 0.3, 98*
O=C(CCN1CCCCC1)NCC[C@@H]1CC[C@@H](NC(=O)C2CC2)[C@@H](CO)O1
  0.1, 11, -2, 7, 5, -1.8, -0.2, 1

# Remaining list, next part.
compound,E-selectin induc,GSIS activator,Casp6 inh,RAD54 branch,RAD52 inh,CFTR F508del cor,Xi reactivation,DENV2 CPE rescue
CCOc1ccc(C(=O)N[C@H](C(=O)NNC(=O)c2cccs2)C(C)C)cc1,-0.1,8,-1,1,-10,0.0,0.0,-6
CC(=O)N1CCN(c2ccc(NC(=O)c3ccco3)cc2)CC1,0.0,-5,4,/,-6,0.3,0.0,-2
C#CCN(C[C@@H]1[C@@H](OC(=O)Nc2cccs2)[C@@H](OC(=O)Nc2cccs2)C[C@H](C(=O)OC)[C@@H]1C(=O)OC)S(=O)(=O)c1ccc(C)cc1,-0.1,-20,2,/,-31,-3.4,0.2,19
O=C1CCCc2c1ccc1ccccc21,0.1,-7,-3,1,-7,0.6,-0.1,1
Cc1cccc(C)c1NC(=O)C(c1ccccc1)n1c(-c2ccccc2)nc2ccccc21 (centres undefined),0.1,1,1,/,-24,-0.4,0.4,5
Cc1ccccc1NC(=S)NC(=O)COc1ccccc1C,/,-5,0,1,-14,4.3,0.2,-7
Cc1ccc(S(=O)(=O)N(C)c2c(C)ccc(S(=O)(=O)Nc3ccncc3)c2C)cc1,-3.0,-8,5,/,0,/,0.1,13
CC1CCCN(CC(=O)Nc2ccc(S(=O)(=O)N3CCCC3)cc2)C1 (centres undefined),0.0,0,1,0,1,-0.2,0.2,-6
O=C(CCl)N1CCCC1c1ccc2c(c1)OCCO2 (centres undefined),/,13,34,1,-9,-6.6,0.0,17
COc1cccc(-c2cn(CC[C@H]3CC[C@@H](NC(=O)CC4CC4)[C@@H](CO)O3)nn2)c1,-0.4,9,-5,1,-6,-0.8,0.0,0
COc1ccc(N=CC2=C(O)CC(C)(C)CC2=O)cc1OC,/,5,1,/,1,0.3,0.0,-2
c1ccc(-c2noc(CC3CCCCC3)n2)cc1,/,3,0,-6,-4,-2.1,0.0,-2
CC(C)NC(=O)N(C)C[C@@H]1Oc2ncc(-c3ccccc3F)cc2C(=O)N([C@@H](C)CO)C[C@@H]1C,0.0,10,1,-14,-2,-1.4,0.2,6
COC(=O)[C@@H]1C[C@H]2CC[C@H](O)C[C@H]2N1Cc1ccc(C(C)(C)C)cc1,0.0,-16,1,2,-27,0.0,-0.6,4
Cc1ccc(CC2C(=O)N(c3ccccc3)C(=O)C2C)cc1 (centres undefined),/,8,1,-14,2,0.5,0.3,-1
CCN(CC)C(=O)CSc1nnc(COc2ccccc2)n1N,/,-3,0,/,-9,1.5,0.3,/
CCN1CCN(Cc2ccc(C(=O)Nc3ccc(C)c(NCc4cnc(NC(=O)OC)cn4)c3)cc2C(F)(F)F)CC1,-0.1,-5&9,-31&9,-9&8,96*!,-4.9&-1.0,-0.1&0.0,-2&-11
CO[C@@H]1CN(C)C(=O)c2ccc(NC(=O)C3CC3)cc2OC[C@@H](C)N(C(=O)CN2CCOCC2)C[C@H]1C,0.1,4,-3,2,-7,-3.0,0.0,-7
Cc1cc(C(=O)N/N=C/c2ccc(-c3ccc([N+](=O)[O-])cc3C)o2)n[nH]1,/,/,4,0,-72,0.1,-0.1,14
C[C@@H]1CCCCO[C@H](CN(C)C(=O)Nc2ccc3c(c2)OCO3)[C@H](C)CN([C@H](C)CO)C(=O)c2cc(NC(=O)c3ccncc3)ccc2O1,0.0,-8,-2,-6,12,0.6,0.2,-1
CC1=C(C(=O)N(C)C)CC(CC(=O)NCc2cccs2)C(=O)N1Cc1ccc(C(C)(C)C)cc1 (centres undefined),0.0,-8,0,-5,-6,1.5,0.1,-17
O=c1[nH]c(NNC(=S)NCc2ccccc2)nc2c1C1(CCCCC1)Cc1ccccc1-2,-0.7,4,-1,/,-43,-0.4,0.0,2
COc1ccc(NC(=O)N2C[C@H](O)COC[C@@H]3O[C@@H](CC(=O)NCc4ccccc4OC)CC[C@H]32)cc1,0.2,8,1,9,-2,0.4,0.3,1
CN1OC[C@@H]2CN[C@H](c3cccc(-c4ccc(C#N)cc4)c3)C[C@@H]21,0.1,/,-6,11,-26,1.0,0.0,11
COc1ccc(NC(=O)C2CC(=O)n3c(nc4ccccc43)N2)cc1 (centres undefined),/,20,-1,5,-23,0.8,-0.3,10
CC(=O)N1c2ccc(S(=O)(=O)N3CCC(C(=O)NCc4ccc(N(C)C)cc4)CC3)cc2CC1C (centres undefined),/,-30,3,4,-13,0.3,0.4,3

# Entries of single compounds, quoted from the list.
# Entry for `O=C(NCc1ccccc1Cl)c1cccc(NC(=O)c2ccccc2)c1` = E-selectin induc = 0.2; GSIS activator = -27; Casp6 inh = /; RAD54 branch = 0; RAD52 inh = /; CFTR F508del cor = /; Xi reactivation = 1.1; DENV2 CPE rescue = /
# Entry for `CC1=C(C(=O)N(C)C)CC(CC(=O)NCc2cccs2)C(=O)N1Cc1ccc(C(C)(C)C)cc1` (centres undefined) = E-selectin induc = 0.0; GSIS activator = -8; Casp6 inh = 0; RAD54 branch = -5; RAD52 inh = -6; CFTR F508del cor = 1.5; Xi reactivation = 0.1; DENV2 CPE rescue = -17
